# FLuc counter: qHTS profiling assay for firefly luciferase inhibitor/activator using purifed enzyme and Km concentrations of substrates (counterscreen for miR-21 project). Potency, µM (doses to about 57.5 µM), for inactives: top-dose activity change, negative = inhibition, hits mostly inhibitors. AID 588342, 2011. purified FLuc, Km substrates, luminescence inhibition. Luciferin 4-monooxygenase (Photinus pyralis), P08659. 6.9% of 360,000 active;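 further: potency means the concentration at half of the fitted maximal effect; plate controls were vehicle for no effect and reference inhibitor for full effect; nearly all actives have a fitted effect of over 55% in size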
#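 Purified P. pyralis luciferase (10nM final) with 10uM D-luciferin and 10uM ATP (Km levels) in 50mM Tris acetate pH 7.5, 10mM Mg acetate, 0.01% Tween-20, 0.05% BSA; qHTS 6-point titration, ~60 µM downward; luminescence read.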
# ELG1 DNA repair: qHTS screen for small molecules that inhibit ELG1-dependent DNA repair in human embryonic kidney (HEK293T) cells expressing luciferase-tagged ELG1; AID 504467, 2011; HEK293T ELG1-luciferase reporter, luminescence, 16 h; DNA damage induced by 5-fluorouridine; Potency, µM (series often up to 46.1 µM), for inactives: at the highest dose activity change, negative = inhibition, actives largely listed as inhibitors; 2.3% of 330,000 active; further: potency means the concentration at half of the fitted maximal effect; on the % scale 0 is the no-effect control and ±100 the full control effect; nearly all actives have a fitted effect of over 55% in size
#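 Reporter activity after DNA damage by 5-fluorouridine is monitored. Compound-treated cells incubate 16 hr at 37 °C, then ONE-Glo is added for 30 min before luminescence reading.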
# RORgamma inh: qHTS for inhibitors of ROR gamma transcriptional activity. AID 2551, 2010. 5.4% of 310,000 active. Potency, µM (highest dose often 53.6 µM), without a hit: top-dose activity change, negative = inhibition, actives largely listed as inhibitors. Drosophila S2 Gal4-RORgamma UAS-luciferase reporter, 20 h. Nuclear receptor ROR-gamma (Mus musculus), P51450; further: potency means the concentration at half of the fitted maximal effect; on the % scale 0 is the no-effect control and ±100 the full control effect; nearly all actives have a fitted effect of over 60% in size
# Target sequence (P51450 whole entry, looked up, the tested form may be a part): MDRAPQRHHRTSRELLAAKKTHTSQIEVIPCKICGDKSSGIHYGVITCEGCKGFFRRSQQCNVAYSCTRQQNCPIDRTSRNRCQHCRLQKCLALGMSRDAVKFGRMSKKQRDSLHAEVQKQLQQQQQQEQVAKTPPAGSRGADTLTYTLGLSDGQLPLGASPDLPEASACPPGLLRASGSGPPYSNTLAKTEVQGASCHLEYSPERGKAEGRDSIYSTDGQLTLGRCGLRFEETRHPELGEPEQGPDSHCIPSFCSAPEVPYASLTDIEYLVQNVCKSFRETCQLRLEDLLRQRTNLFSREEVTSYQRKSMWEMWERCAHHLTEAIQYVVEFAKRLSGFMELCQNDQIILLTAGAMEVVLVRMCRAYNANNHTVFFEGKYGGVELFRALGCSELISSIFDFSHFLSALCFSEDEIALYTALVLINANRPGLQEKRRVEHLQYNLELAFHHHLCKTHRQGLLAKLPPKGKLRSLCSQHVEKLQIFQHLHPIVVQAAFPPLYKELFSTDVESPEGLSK
#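 Stable Schneider cell line, Gal4 DNA-binding domain fused to ROR gamma, UAS-luciferase. Cmpd 1 hr RT → CuSO4 700 uM final → 20 hr RT → luciferase reagent 10 min → luminescence.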
# Rab9 promoter act: qHTS Assay for Rab9 Promoter Activators. Huh7 Rab9 promoter-luciferase reporter, luminescence, 24 h. Potency, µM (doses to about 9.22 µM), for inactives: at the highest dose activation, negative = inhibition, most hits filed as activators. 2.8% of 320,000 active; further: potency means the concentration at half of the fitted maximal effect; % of control where 0% means no effect; nearly all actives have a fitted effect of over 60% in size
#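 Cells were plated at 1500 per well in reduced-serum medium with 10% FBS and left 2 h. Compound in DMSO was then added for 24 h at 37 °C. Reporter signal was read by luminescence after 10 min with luciferase detection reagent.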
# KCNH2 3.1 block: qHTS for Inhibitors of KCHN2 3.1: Mutant qHTS; U2OS KCNH2 3.1, thallium flux FluxOr; hits give low values; activity change, % (tested at about 1.8 µM); 0.95% of 340,000 active;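 active means maximum activity change below -70%; inconclusive means maximum activity change from -70% to -50%; inactive means maximum activity change above -50%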;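 further: thallium influx rate constant from kinetic fluorescence after stimulation buffer; on the % scale 0 is the no-effect control and ±100 the full control effect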
#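 Virally transduced U2OS (3.1 isoform, 4 h infection in dark at RT) → overnight 37 C → FluxOr + Red40 in HBSS/HEPES, 45 min → stimulation buffer, 2 min kinetic read → rate constant vs DMSO controls.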
# NPC1 promoter act: qHTS Assay for NPC1 Promoter Activators; Huh7 NPC1 promoter luciferase reporter, 24 h; Potency, µM (series often up to 9.22 µM), for the others: top-dose activation, most hits filed as activators; 2.4% of 320,000 active;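 further: potency means the concentration at half of the fitted maximal effect; % of control where 0% means no effect; nearly all actives have a fitted effect of over 60% in size; reporter is driven by a mutant NPC1 promoter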
#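 Luminescence read-out of NPC1 promoter-driven luciferase in stably transfected Huh7 cells; compounds delivered in DMSO and left 24 h at 37C, 5% CO2, qHTS titration format.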
# Mito fusion act: qHTS Assay for Small Molecule Inhibitors of Mitochondrial Division or Activators of Mitochondrial Fusion. Potency, µM (series often up to 46.1 µM), for inactives: at the top dose growth rescue (activation), actives largely listed as activators. S. cerevisiae fusion-defective mutant growth rescue, CellTiterGlo 48 h. 0.23% of 320,000 active. AID 485298, 2010;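 further: potency means the concentration at half of the fitted maximal effect; % of control where 0% means no effect; nearly all actives have a fitted effect of over 45% in size; temperature-sensitive fusion mutants such as fzo1-1 at 37 °C on non-fermentable ethanol glycerol medium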
#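 Yeast fusion mutant, YPEG (non-fermentable carbon), compound, 48 h at 37C non-permissive; CellTiterGlo added, 10 min RT, luminescence read. Rescued growth = division inhibition.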
# MBNL1 CUG block: qHTS Assay for Inhibitors of MBNL1-poly(CUG) RNA binding | 0.036% of 280,000 active | Potency, µM (series often up to 57.5 µM), for the others: at the top dose activity change, negative = inhibition, actives largely listed as inhibitors | TR-FRET MBNL1-His/biotin-(CUG)12 binding, 665/545 ratio; active means well fitted inhibition curve with a large enough effect in the signal ratio, with a control signal flat, not every such curve was filed as active; inconclusive means small, poorly fitted or top-dose-only effect, or effect the other way, or a change in a side signal; inactive means no such curve, though single readings can be large or run the other way; the % refers to the signal ratio; further: potency means the concentration at half of the fitted maximal effect; on the % scale 0 is the no-effect control and ±100 the full control effect
#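 His-tagged MBNL1 binding to biotinylated (CUG)12 RNA was measured by TR-FRET using terbium anti-His antibody (0.055 ng/ul final) and streptavidin-XL665 (5 nM final). Compounds were titrated 92 nM to 58 uM; 60 min at room temperature.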
# PKM2 activator: qHTS Assay for Activators of Human Muscle isoform 2 Pyruvate Kinase; AID 1631, 2009; purified PKM2, Kinase-Glo ATP luminescence, activation; response scale: 0% is enzyme alone, no compound; 0.34% of 260,000 active; Pyruvate kinase PKM (Homo sapiens), P14618; Potency, µM (titrated, usually from 57.5 µM), without a hit: at the top dose activation, usual class: activators; further: potency means the concentration at half of the fitted maximal effect; on the % scale 0 is the no-effect control and ±100 the full control effect; nearly all actives have a fitted effect of over 55% in size
#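 Purified hPK-M2 (>95% pure) converted ADP (0.1 mM final) to ATP with 0.5 mM PEP in 50 mM imidazole pH7.2, KCl, MgCl2, Tween 20, BSA; 1 h at room temperature. ATP detected by Kinase-Glo luminescence.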
# Menin-MLL TR inh: qHTS Assay for Inhibitors Targeting the Menin-MLL Interaction in MLL Related Leukemias: Competition With Texas Red Labeled MLL-derived Mutant Peptide. 0.23% of 270,000 active. Potency, µM (top dose mostly 61.6 µM), without a hit: at the top dose FP activity change, negative = inhibition, hits mostly inhibitors. O00255. AID 1768, 2009. Menin + Texas Red MLL mutant peptide, fluorescence polarization; active means well fitted inhibition curve with a large enough effect in the polarisation, with a control signal flat, not every such curve was filed as active; inconclusive means small, poorly fitted or top-dose-only effect, or effect the other way, or a change in a side signal; inactive means no such curve, though single readings can be large or run the other way; the % refers to the polarisation; further: potency means the concentration at half of the fitted maximal effect; % of control where 0% means no effect; many of its hits are not listed in these tables
# Target sequence (O00255 whole entry, looked up): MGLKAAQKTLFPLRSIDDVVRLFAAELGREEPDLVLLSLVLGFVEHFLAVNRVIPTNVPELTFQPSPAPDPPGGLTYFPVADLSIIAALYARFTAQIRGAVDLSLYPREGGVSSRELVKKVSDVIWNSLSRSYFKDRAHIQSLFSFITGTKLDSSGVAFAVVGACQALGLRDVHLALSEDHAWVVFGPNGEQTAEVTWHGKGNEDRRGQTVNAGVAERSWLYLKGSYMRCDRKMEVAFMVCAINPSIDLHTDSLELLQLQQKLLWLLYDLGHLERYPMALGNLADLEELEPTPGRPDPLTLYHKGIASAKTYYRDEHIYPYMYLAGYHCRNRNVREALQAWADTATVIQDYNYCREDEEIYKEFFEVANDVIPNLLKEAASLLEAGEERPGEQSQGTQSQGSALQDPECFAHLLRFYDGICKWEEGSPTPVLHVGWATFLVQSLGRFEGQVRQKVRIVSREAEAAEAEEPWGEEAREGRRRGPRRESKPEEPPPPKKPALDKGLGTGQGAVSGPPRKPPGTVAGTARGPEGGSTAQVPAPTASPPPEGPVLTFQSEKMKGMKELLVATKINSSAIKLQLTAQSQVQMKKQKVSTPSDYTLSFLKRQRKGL
# VP16 counter: VP16 counterscreen qHTS for inhibitors of ROR gamma transcriptional activity; Drosophila S2 Gal4-VP16 UAS-luciferase, luminescence, 20 h; Potency, µM (titrated, usually from 53.6 µM), without a hit: at the highest dose activity, negative = inhibition, usual class: inhibitors; 3.5% of 310,000 active; AID 2546, 2010;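 further: Gal4-VP16 expression switched on by copper sulfate through the metallothionein promoter; potency means the concentration at half of the fitted maximal effect; on the % scale 0 is the no-effect control and ±100 the full control effect; nearly all actives have a fitted effect of over 50% in size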
# An asterisk follows results filed as active; u = inconclusive; x = not tested or not shown; & = joins results of further samples; [ ] = another dose, or the depositor's remark. Unless noted, the call rests on the fitted dose curve; in most records, active means well fitted curve in the direction sought with a large enough effect; inconclusive means small, poorly fitted or top-dose-only effect, or another doubt; inactive means no such curve, though single readings can be large; an effect the other way counts as inactive or inconclusive. An excerpt (hit frequency here may not be typical).
SMILES,FLuc counter,ELG1 DNA repair,RORgamma inh,Rab9 promoter act,KCNH2 3.1 block,NPC1 promoter act,Mito fusion act,MBNL1 CUG block,PKM2 activator,Menin-MLL TR inh,VP16 counter
N#C/C(=N\Nc1cccc([N+](=O)[O-])c1)C(=O)c1ccc(Br)cc1,u,1.83µM*,4.47µM*,-57.8%[inhibitor],-4.3,-32.4%[inhibitor],-4.3%,3.2%,0.7%,u,5.01µM*
CCC(C)NS(=O)(=O)c1ccc(OCC(=O)N2CCCC2)cc1 (stereo unspecified),2.3%,-0.7%,-14.4%,-1.2%,7.8,-1.3%,-0.8%,2.5%,-0.4%,-14.2%,-5.5%
O=S(=O)(c1ccc(-c2csc(Nc3ccc(F)cc3)n2)cc1)N1CCCC1,2.6%,2.2%,u,-14.4%,3.4,-13.5%,4.4%,-9.2%,-2.8%,u,1.1%
COc1ccc(CS(=O)(=O)CC2(O)CCN(C(=O)c3cccc(C(F)(F)F)c3)CC2)cc1,-0.9%,-8.9%,9.3%,-2.0%,-0.2,-0.5%,-1.7%,-2.2%,3.9%,-2.3%,10.4%
CC(=O)c1ccc(OCC(O)CN2CCN(Cc3ccc4c(c3)OCO4)CC2)cc1 (stereo unspecified),2.0%&-0.2%,0.0%&3.9%,-0.1%&8.4%,-0.7%&-2.3%,14.7&-0.6,-2.7%&-4.6%,0.4%&4.9%,u,-1.8%&-2.6%,-21.7%,-0.5%&1.8%
COc1cccc(OC)c1C(=O)Nc1nc2cc3c(cc2s1)OCO3,2.3%,4.3%,-36.1%,8.9%,18.0,9.9%,1.5%,2.5%,-2.0%,x,-18.4%
O=C(c1nc[nH]c1C(=O)N1CCN(c2ccccc2)CC1)N1CCN(c2ccccc2)CC1,1.4%,3.6%,x,3.2%,-6.7,-3.0%,-7.8%,x,x,x,x
CCC(C)NC(=O)C1CCN(S(=O)(=O)c2ccc(-n3cnnn3)cc2)CC1 (stereo unspecified),1.2%,0.6%,-2.0%,4.2%,2.4,0.0%,-2.8%,-3.0%,x,-5.8%,0.0%
O=C1Nc2ccccc2S/C1=C\C(=O)N1CCCC1,12µM*,u,24.8%,3.55µM*,x,19.2%,-3.5%,x,2.6%,3.4%,-14.2%
Cc1ccc(NC(=O)c2ccc(Cl)c(S(=O)(=O)N3CCCCCC3)c2)nc1,-19.6%,u,x,-20.4%,8.8,-5.8%,20.0%,x,x,x,x
CC(C)(C)NC(=O)CSc1n[nH]c(=O)n1-c1ccccc1,-1.9%,6.5%,-2.1%,3.9%,1.9,2.8%,0.4%,-7.6%,-1.7%,-2.3%,-1.1%
COc1ccc(OC)c(N2C(=O)CC(Cc3cc(C)cc(C)c3)C2=O)c1 (stereo unspecified),0.4%,-5.2%,-26.6%,-3.3%,-0.4,-7.0%,6.0%,-4.1%,4.5%,-2.2%,-6.7%
CN(C)c1nccc(N(Cc2ccccc2)Cc2ccccc2)c1C#N,u,u,-2.6%,9.4%,-9.5,14.1%,0.7%,0.4%,u,-18.6%,-9.0%
Cc1ccc(NC(=O)c2cnc3ccccc3n2)cc1C,2.39µM*,u,-25.5%,0.501µM*,2.1,0.199µM*,-2.3%,12.8%,-3.3%,x,-5.9%
Cc1ccc2nc(Nc3nc(C)cc(C(F)(F)F)n3)nc(C)c2c1,1.8%,-4.7%,-23.0%,1.3%,-35.3,-1.7%,-5.5%,-3.9%,4.1%,-14.4%,u
Nc1cccc(O)c1,4.8%,7.6%,-1.4%,-5.3%,11.3,0.7%,0.9%,x,x,x,-9.4%
O=C(Nc1ccc(F)cc1)c1sc2cc(C(F)(F)F)cnc2c1-c1cccs1,2.2%,-3.2%,1.4%,-4.5%,-49.3,-1.2%,-0.2%,u,-2.2%,-8.2%,4.8%
COc1cc2cc(Oc3ccc4ccc(=O)oc4c3)c(=O)oc2cc1O,-3.3%,19.9%,-11.1%&1.4%,-1.7%,9.6,-0.7%,-4.2%,u,-3.1%,0.4%[24.8 µM],-3.5%&-3.6%
Cc1ccccc1CC(=O)Nc1ccc(C(=O)N2CCCC2)cc1,u,u,x,18.8%,5.8,13.4%,0.6%,-6.2%,-17.8%,-8.8%,x
CC(C)[C@H](NC(=O)Nc1cccc(C(F)(F)F)c1)C(=O)O,5.5%,1.3%,4.5%,-2.2%,12.4,22.6%,1.1%,0.1%,-3.7%,0.8%,-7.2%
CCC1CCCCN1CCCNC(=O)CCC(=O)N1CCOc2ccccc21 (stereo unspecified),-2.4%,u,u,0.2%,3.8,-3.5%,1.6%,-7.8%,2.2%,-1.0%,9.6%
CC(C)(C)c1ccc(-c2nnc(N)o2)cc1,6.01µM*,u,14.3%,2.82µM*,-0.7,2.82µM*,11.6%,9.4%,-2.2%,x,7.3%
O=C(CN1C(=O)NC2(CCCCC2)C1=O)N1CCN(S(=O)(=O)c2ccc(Cl)s2)CC1,4.7%,4.0%,x,-7.1%,1.3,-1.0%,-2.4%,x,x,x,x
COc1cccc(C(=O)NCCS(=O)(=O)NCc2cccs2)c1,1.4%,u,x,-4.2%,-8.2,7.9%,0.5%,x,x,x,x
CC(OC(=O)c1ccc2c(c1)OCCO2)C(=O)c1ccccc1 (stereo unspecified),0.849µM*,u,x,0.501µM*,-7.6,0.708µM*,19.9%,x,x,x,x
Cc1nc(CN(C)C(=O)CC2C(=O)NCCN2Cc2ccc(F)cc2)cs1 (stereo unspecified),1.8%,21.3%,-3.1%,-4.5%,-4.1,-0.6%,-1.9%,3.9%,-0.2%,x,-1.6%
COc1cccc(NC(=O)Nc2cc(NC(=O)Nc3cccc(OC)c3)c(C)nc2C)c1,0.7%,-8.6%,19.3%,1.4%,-19.8,5.2%,-0.9%,-17.2%,9.8%,22.3%,5.2%
CC(=O)c1ccc(N2C(=NC(=O)C(C)C)SC3CS(=O)(=O)CC32)cc1 (stereo unspecified),0.3%,14.3%,48.1%,-2.6%,-1.2,5.3%,-0.8%,1.0%,-6.2%,-0.1%,-10.4%
CC/C(C)=C1\SC(N2CCN(c3cccc(C(F)(F)F)c3)CC2)=NC1=O,1.2%,-13.9%,u,-6.6%,-12.4,-6.2%,1.1%,2.8%,-1.8%,-12.3%,-7.2%
CCc1ccc(OCc2cccc(C(=O)N/N=C\c3cnn(C)c3C)c2)cc1,-3.6%,u,x,u,1.3,u,6.8%,-0.6%,-4.3%,19.2%,x
CN(Cc1ccccc1)Cc1c[nH]c2ccccc12,1.7%,-4.7%,-10.8%,-0.1%,1.3,-3.5%,-3.0%,-1.4%,-1.7%,-1.0%,-2.3%
Cc1occc1C(=O)NCc1nc(-c2ccc(Cl)cc2)no1,-5.4%,3.4%,19.1%,-1.6%,-6.6,0.0%,12.5%,3.7%,x,9.6%,-0.3%
COc1ccccc1NC(=O)c1ccc(C)s1,13.5µM*,u,-2.7%,27.8%,2.9,17.7%,5.0%,-0.1%,4.1%,23.8%,6.7%
Cc1cc(C)cc(OCCN2CCOCC2)c1,-1.6%,9.6%,x,3.7%,20.8,2.3%,-1.0%,-2.7%,2.0%,-7.9%,x
Cc1ccccc1Nc1nnc(SCC(=O)c2cc3ccccc3o2)s1,-1.4%,1.3%,-0.9%,2.1%,-7.8,1.3%,24.5%,33.8%[activator],0.7%,-17.4%,-8.1%
O=C(CCc1ccccc1)Nc1ccccc1F,12µM*,u,3.0%,2.82µM*,16.3,u,0.2%,-0.5%,-14.1%,1.3%,-8.2%
Cc1cccc(CCN(CC(=O)NCc2ccc(F)cc2)C(=O)c2csnn2)c1,-8.6%,-3.1%,-0.3%,-6.4%,-107.7*,1.5%,-2.6%,-8.1%,0.1%,-12.2%,-13.2%
Cc1onc(C(=O)/C=C/N(C)C)c1C(=O)Nc1nccs1,5.3%,u,-11.4%,-5.8%,-17.8,-2.4%,3.2%,-10.5%,-4.0%,-8.0%,-6.5%
